Pol III holo inh – qHTS Assay for Inhibitors of DNA Polymerase III Holoenzyme System; reconstituted DNA polymerase III holoenzyme replication, biochemical; Potency, µM (highest dose often 57.1 µM), inactives show at the top dose activity change, negative = inhibition; 71,000 tested, 0.25% active; also: potency is read from the fitted curve at half-maximal effect; % is scaled to controls: 0 for no effect and ±100 for the full control effect
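Reconstituted *E. coli* holoenzyme (0.35 nM Pol III, 1 nM beta, 154 nM SSB, 2 nM primase) was preincubated with compound for 15 min at RT. Synthesis on 1.4 nM ssM13Gori ran 35 min, then was stopped with PicoGreen/EDTA and read as dsDNA fluorescence.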
Ub-GFP proteasome – Ubiquitin-GFP Assay; Potency, µM (top dose mostly 45.9 µM), for the others: top-dose activation (GFP accumulation), hits mostly activators; 67,000 tested, under 10 active; Ubiquitin-GFP reporter cells, proteasome inhibition, GFP fluorescence; response scale: untreated = 0%, 10 µM MG-132 = 100%; active = well fitted activation curve with a large enough effect, not every such curve was filed as active; inconclusive = small, poorly fitted or top-dose-only effect, or another doubt; inactive = no such curve, though single readings can be large or run the other way; also: potency is read from the fitted curve at half-maximal effect
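Reporter cells (U2OS, ubiquitin-G76V-GFP fusion) are plated overnight, then treated 4 hr at 37 °C with compound titrations from 46 uM down to 2.9 nM. Activity is scaled against untreated cells and 10 uM MG-132.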
A350 fluor – qHTS Assay for Spectroscopic Profiling in A350 Spectral Region; Compound autofluorescence, 340/450 nm, Alexa 350 dye-equivalents; active compounds read high; max dye-equivalent concentration, M; 59,000 tested, 11% active; in the data active = max dye-equivalent concentration above about 10 nM; inconclusive = mostly about 1.1 nM to 9.6 nM
ALOX15 inhib – qHTS Assay for Inhibitors of 15-hLO (15-human lipoxygenase); Polyunsaturated fatty acid lipoxygenase ALOX15 (Homo sapiens), P16050; purified 15hLO-1, xylenol orange hydroperoxide absorbance; Potency, µM (doses to about 57.1 µM), without a hit: at the highest dose activity change, negative = inhibition, hits mostly inhibitors; 74,000 tested, 1.4% active; AID 887, 2007; also: potency is read from the fitted curve at half-maximal effect; % is scaled to controls: 0 for no effect and ±100 for the full control effect; nearly all actives have a fitted effect of over 55% in size
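Purified human 15hLO-1 (40 nM) in 25 mM Hepes pH 7.5, 0.01% Triton X-100, preincubated 15 min RT with compound, then 50 uM arachidonic acid for 6 min. Hydroperoxide read by ferrous/xylenol orange, 30 min; 573/405 nm absorbance ratio gave progress.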
BRCT PPI red – qHTS Assay for Inhibitors of BRCT-Phosphoprotein Interaction (Red Fluorophore) | Breast cancer type 1 susceptibility protein (Homo sapiens), P38398 | BRCT-phosphopeptide binding, red fluorescence polarization | Potency, µM (highest dose often 76.9 µM), without a hit: at the top dose activity change, negative = inhibition, actives largely listed as inhibitors | 75,000 tested, 0.03% active | AID 892, 2007; also: % is scaled to controls: 0 for no effect and ±100 for the full control effect
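Rhodamine-labelled pBACH1 10-mer (100 nM) bound to BRCT domain (100 nM) at pH 7.3; compounds incubated 12 min room temperature, polarization read. Free peptide defines full inhibition; unlabelled decapeptide titrated as control.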
BRCT inh green – qHTS Assay for Inhibitors of BRCT-Phosphoprotein Interaction (Green Fluorophore). Breast cancer type 1 susceptibility protein (Homo sapiens), P38398. BRCA1 BRCT-phosphopeptide binding, green fluorescence polarization. Potency, µM (series often up to 76.9 µM), for inactives: top-dose activity change, negative = inhibition, hits mostly inhibitors. 75,000 tested, 0.05% active. AID 875, 2007;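 also: potency is read from the fitted curve at half-maximal effect; plate controls were peptide without protein for full effect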
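Compounds were incubated for 12 min at room temperature with a complex of 100 nM fluorescein-tagged pBACH1 decapeptide and 250 nM His-tagged BRCT protein. Buffer was phosphate pH 7.3 with EDTA, DTT and Tween 20. Disruption of binding lowers the polarization signal.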
CRE-bla Fsk – Cell signaling CRE-BLA (Fsk stim); CHO CRE-bla reporter (cAMP response element driving beta-lactamase), forskolin EC10, beta-lactamase ratio; Potency, µM (top dose mostly 38.2 µM), without a hit: at the highest dose activity change, negative = inhibition, hits mostly activators; 71,000 tested, 2.5% active; active = well fitted activation curve with a large enough effect in the signal ratio, with a control signal flat, not every such curve was filed as active; inconclusive = small, poorly fitted or top-dose-only effect, or effect the other way, or a change in a side signal; the % refers to the signal ratio; also: potency is read from the fitted curve at half-maximal effect; % of control where 0% means no effect
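The 460nm/530nm emission ratio after CCF4 loading defined %Activity, from which AC50 values were obtained. CRE-bla CHO cells received compound dilution series together with an EC10 level of NKH 477 for 3 hours at 37 degrees Celsius.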
Hsp90 Hop PPI – qHTS Assay for Disrupters of an Hsp90 Co-Chaperone Interaction; Hsp90 C-terminal peptide / TPR2A (Hop) interaction, human; AlphaScreen TPR2A-His6 binding biotin-Hsp90 C-terminal peptide; Potency, µM (highest dose often 57 µM), without a hit: at the top dose activity change, negative = inhibition; 71,000 tested, 0.44% active; AID 595, 2007; active = well fitted curve in either direction with a large enough effect; inconclusive = small, poorly fitted or top-dose-only effect, or another doubt; also: potency is read from the fitted curve at half-maximal effect; % is scaled to controls: 0 for no effect and ±100 for the full control effect; many of its hits are not listed in these tables
4-MU autofl – qHTS Assay for Spectroscopic Profiling in 4-MU Spectral Region. compound autofluorescence, 340/450 nm, 4-MU equivalents; active compounds read high. max dye-equivalent concentration, M. AID 589, 2007. 59,000 tested, 11% active; in the data active = max dye-equivalent concentration above about 10 nM; inconclusive = mostly about 1.1 nM to 9.6 nM
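Compounds in 100 mM Tris, pH 8.0, incubated 15 min at room temperature, then fluorescence read at 340 nm excitation/450 nm emission. Signal converted to 4-MU dye-equivalent concentration using an on-plate six-point 4-MU standard curve.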
GFP derepression – qHTS Assay for Epigenetic Modulators; 68,000 tested, 0.09% active; mouse C127i GFP locus derepression, cytometry, 30 h; Potency, µM (series often up to 46.1 µM), without a hit: top-dose GFP derepression (activation); also: % of control where 0% means no effect
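Read-out is the number of GFP-positive cells, scored as fluorescent objects 20 to 120 um wide, reflecting derepression of a silenced CMV-GFP reporter in murine C127i cells after 30 h compound exposure at 37 C.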
HBB splicing – qHTS Assay for Modulators of Hemoglobin Beta Chain Splicing | HBB splicing reporter cell assay, activation; EGFP reporter with mutant IVS2-654 intron; response scale: normalised to 500 nM splice-correcting PNA | Potency, µM (doses to about 46.1 µM), without a hit: top-dose activation, actives largely listed as activators | 65,000 tested, 0.06% active | AID 925, 2007; also: potency is read from the fitted curve at half-maximal effect; 0% is about no effect
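HeLa cells stably expressing EGFP interrupted by mutant beta-globin intron 2 (IVS2-654), 500/well in 2% FCS. Treated with compound for 2 days at 37C. Splicing correction scored as total well GFP intensity (488 nm excitation, 500-520 nm emission); 500 nM antisense PNA served as control.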
* hit, by the source's call; i = inactive; ? = inconclusive; / = not tested or not shown; [ ] = another dose, or the depositor's remark. Unless noted, calls follow the shape of the dose curve; as a rule, active = well fitted curve in the direction sought with a large enough effect; inconclusive = small, poorly fitted or top-dose-only effect, or another doubt; inactive = no such curve, though single readings can be large; an effect the other way counts as inactive or inconclusive.

Results follow in this order: CRE-bla Fsk, ALOX15 inhib, BRCT inh green, GFP derepression, Hsp90 Hop PPI, HBB splicing, BRCT PPI red, A350 fluor, Ub-GFP proteasome, 4-MU autofl, Pol III holo inh
Cc1cccn2c(=O)c(C=Nc3ccc(Cl)cc3)c(NCCO)nc12
  ?, 5.4%, -2.5%, -1.6%, -3.6%, -0.3%, 0.2%, 3.88e-07M*, -14.0%, 4.2e-07M*, -4.6%
COc1cccc(Cn2c(=O)cnc3cnc(Nc4ccccc4)nc32)c1
  ?, -10.4%, 35.0%[activator], 7.6%[9.22 µM], -4.2%, ?, 2.0%, i, ?, i, -2.7%
COc1ccc(-c2nc3cnc(OC)nc3n(C3CC3)c2=O)cc1
  ?, -10.1%, -3.1%, -2.7%[9.22 µM], -3.2%, -0.9%, -0.4%, 2.38e-08M*, 2.0%, 1.95e-08M*, -3.0%
CCC(=O)N1c2ccc(S(=O)(=O)CCC(=O)NCCC3=CCCCC3)cc2CC1C (configuration not stated)
  ?, -23.0%, -0.9%, -1.2%, 3.8%, 0.7%, 0.1%, i, -1.8%, i, -1.7%
O=C(CSc1nc(O)c(C2CCCCC2)c(=O)[nH]1)Nc1ccc(Cl)cc1
  -3.8%, -21.8%, 0.2%, -2.1%, -0.3%, /, 1.1%, i, 3.8%, i, -1.6%
Cc1ccccc1-n1nc2c(c1NC(=O)c1cc3ccccc3oc1=O)CS(=O)C2 (configuration not stated)
  2.51µM*, 5.4%, -4.3%, 1.8%, -4.5%, -0.5%, -2.4%, i, -2.5%, i, 0.7%
CCCS(=O)(=O)N1CCC(C(=O)NCCc2ccc(OC)c(OC)c2)CC1
  -4.5%, 4.9%, 0.6%, 1.5%, 1.4%, 1.6%, 1.2%, i, 9.4%, i, -6.6%
Cc1cc(NC(=O)CSCc2nc(-c3cccc(Cl)c3)oc2C)no1
  2.6%, 2.2%, 0.8%, 1.9%, -0.1%, -1.6%, -0.2%, /, 7.3%, /, -3.8%
CCOC(=O)C1=C(N)OC2=C(C(=O)CCC2)C1c1ccco1 (configuration not stated)
  -9.1%, 3.2%, -1.8%, 0.0%, -4.5%, 4.0%[0.369 µM], 0.1%, i, /, i, -1.0%
Cn1ncc(C#N)c1/N=C/N(Cc1ccccc1)Cc1ccccc1
  -5.7%, -7.5%, 1.5%, 1.7%, 10.9%, 1.4%, -0.7%, i, 11.1%, i, -2.6%
COC(=O)c1ccc(C(NC(=O)OCc2ccccc2)/C(=C/[C@@H](C)C(=O)NCCF)c2cccnc2)cc1 (some centres not stated)
  -10.0%, 10.2%, -2.1%, /, -1.6%, 0.4%, -0.8%, /, /, /, 2.6%
O=c1c(-c2ccccc2)c(O)c2cccc3c2n1CCC3
  -1.4%, -2.5%, -1.9%, -2.0%, -1.9%, 0.0%, 0.6%, i, 4.2%, i, -11.8%
CCn1c(COc2cccc3ccccc23)nnc1SCC(N)=O
  1.5%, 4.4%, -0.8%, 1.7%, -4.0%, /, -0.6%, i, -2.0%, i, -0.4%
O=C(c1noc2c1CCCC2)N1CCCCC1
  6.7%, -0.7%, -2.8%, 4.0%, -3.4%, -0.2%, -0.8%, i, 6.2%, i, -0.6%
COc1ccc(C2C(C(=O)O)CC(=O)N2c2ccc(OC)cc2)cc1 (configuration not stated)
  ?, -1.6%, 0.3%, 2.2%, 0.9%, 0.0%, 0.3%, i, -14.9%, i, -2.5%
COC(=O)c1c(NC(=O)c2c(C)noc2C)sc2c1CCCCCC2
  -0.5%, 4.4%, 0.2%, 0.2%, -1.3%, 0.0%, -0.4%, 1.63e-07M*, -3.9%, 1.56e-07M*, -3.8%
Cc1cccc(CNc2ccnc(-c3cccnc3)n2)c1
  ?, ?, -0.8%, 0.0%[9.22 µM], ?, -1.9%, -2.9%, i, -4.9%, i, -1.6%
CC1OC2C(OC1C)N(S(C)(=O)=O)CCN2S(C)(=O)=O (configuration not stated)
  -1.6%, 8.4%, -1.2%, 0.0%, 0.1%, -3.3%, -0.1%, /, 9.4%, /, -3.1%
CCOc1ccc(N(CC(=O)NCc2ccco2)S(=O)(=O)c2ccc(OC)c(OC)c2)cc1
  ?, ?, 0.4%, -1.6%, -4.9%[11 µM], 1.3%[0.0738 µM], -4.3%, /, 9.1%[9.17 µM], /, -4.9%[11.4 µM]
CCOC(=O)N1CCC(NCCNC(=O)c2cccs2)CC1
  -3.2%, -26.1%, 0.4%, 1.0%, 5.1%, /, -0.3%, i, -4.8%, i, 6.1%
CCCn1nc(CC(=O)O)c2ccccc2c1=O
  ?, -3.9%, -0.7%, -1.2%, ?, 1.8%, -1.9%, 1.23e-08M*, 1.0%, ?, -0.5%
O=C(CN1CCN(c2nc(-c3ccccc3)cs2)CC1)Nc1ccc2c(c1)OCO2
  -12.7%, -11.6%, -0.1%, -3.7%, -10.7%, -0.3%[57.5 µM], -0.2%, i, 1.9%, i, 7.2%
CCCCNC(=O)C(C#N)c1nc2ccccc2nc1N1CCCC1 (configuration not stated)
  ?, 4.2%, 4.3%, -2.6%, -0.8%, ?, -0.4%, 1.81e-08M*, ?, 1.85e-08M*, 15.6%
CCC(C)NC(=O)CCS(=O)(=O)c1ccc2c(c1)n(C)c(=O)c(=O)n2C (configuration not stated)
  -3.3%, ?, -1.5%, /, ?, -0.2%, -0.7%, /, -15.1%, /, -10.9%
CC(C)OP(=O)(c1ccc(N(C)C)cc1)C(O)c1ccccc1F (configuration not stated)
  -3.7%, 9.7%, -1.0%, 2.6%, -1.7%, 0.5%, 1.6%, i, 13.3%, i, 7.0%
CCC(C)(C)NC(=O)CN(CC1CCCO1)C(=O)CCC(=O)Nc1nccs1 (configuration not stated)
  ?, 4.9%, -0.2%, 0.0%, -1.7%, -0.9%, -4.0%, i, -6.5%, i, -4.6%
Cc1nc(SCC(=O)Nn2c(-c3ccccc3)nc3ccccc3c2=O)n[nH]1
  -4.7%, 4.7%, -0.3%, 0.8%, -5.8%, -1.3%, -0.3%, i, 2.7%, i, -5.9%
N[C@@H](CS(=O)O)C(=O)O
  -11.3%, 9.1%, -2.8%, 0.6%, -0.3%, /, -1.4%, /, 2.6%, /, -11.7%
C/C=C/C=C/C(=O)O
  -16.5%, -5.2%, -0.6%, /, 0.6%, -0.8%, -2.5%, /, /, /, -6.6%
Cc1ccc(N2CC(C(=O)OCc3ccccc3)CC2=O)cc1 (configuration not stated)
  2.7%, -1.8%, -2.9%, 0.0%, 3.5%, -1.1%, -0.7%, /, ?, /, -4.6%
N[C@@H](C(=O)O)c1ccc(C(=O)O)c(O)c1
  ?, -9.4%[25.6 µM], -0.8%, 1.9%, 0.3%, /, -1.0%, /, -2.6%, /, -3.6%
Cc1nc(-c2ccccc2)sc1C(N)=O
  ?, 8.6%, -1.1%, 7.0%, -2.2%, -1.8%, -0.3%, i, 5.0%, i, -13.3%
C#CCN(C#N)c1nc(NCC)nc(NC(C)C)n1
  -1.7%, 1.4%, 1.2%, 5.4%, -2.3%, 0.0%, 0.1%, i, 0.1%, i, 8.5%
CCCS(=O)(=O)c1c(S(=O)(=O)CCC)c2ccccn2c1C(=O)OC
  15.0%, -6.7%, -1.2%, 1.8%, -3.5%, 0.5%, -1.1%, /, -4.3%, /, 2.9%
COC(=O)[C@@H]1C[C@H]1[C@@H](NC(=O)c1ccc(Br)cc1)c1ccccc1
  -0.8%, 6.0%, -1.8%, /, 6.2%, -0.6%, 1.6%, /, /, /, 1.7%
C=CCOC(=O)C1=C(C)NC(=O)NC1c1ccc(OC(=O)c2ccco2)c(OC)c1 (configuration not stated)
  1.9%, -20.2%, 1.0%, -6.1%, -0.8%, -1.9%, -0.9%, /, ?, /, -3.3%
O=C(CN1C(=O)NC2(CCc3ccccc32)C1=O)c1ccc2c(c1)OCCO2 (configuration not stated)
  -17.3%, 8.5%, -1.6%, -1.9%, -2.4%, 0.0%[57.5 µM], -0.1%, i, 8.5%, i, -0.5%
Cn1c(SCC(=O)N2CCOCC2)nc2sc3c(c2c1=O)CCCC3
  15.4%, -8.3%, -0.6%, -1.0%, -5.0%, -1.0%, 0.7%, i, 0.9%, i, -0.7%
C=C(C)CSc1nnc2[nH]c(=O)cc(N)n12
  -5.2%, -1.6%, 2.0%, -1.4%, -2.3%, -1.2%, 0.0%, i, -5.0%, i, 4.4%
